SKN-1 block: inhibitors of C. elegans SKN-1; C. elegans VP596 Pgst-4::GFP/RFP ratio, acrylamide-induced, 24 h; inhibition, % at 21.8 µM; actives 0.49% (n = 360,000); AID 624304;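 active = interference check ratio from 0.5 to 1.5 plus GFP to RFP signal ratio inhibition reaching or exceeding a fixed threshold, cut at about 30% in these data, passing the limit was not always enough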; note: some compounds called inactive have numbers as strong as hits
SUMO1 PPI mod: SUMO1-SIM interaction modulation. SUMO1 binding to a labelled peptide, TR-FRET, 1 h. inhibition, % at 20 µM. actives 0.33% (n = 360,000); in the data active = inhibition above about 37%
Target sequence (P63165 whole entry, looked up): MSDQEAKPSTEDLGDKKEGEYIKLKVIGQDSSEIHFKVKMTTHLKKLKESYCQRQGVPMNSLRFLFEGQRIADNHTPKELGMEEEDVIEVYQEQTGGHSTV
Rpn11 block: Rpn11 (human) deubiquitinase inhibition. human 26S proteasome, Ub4-pepOG fluorescence polarization; 20S core pre-blocked with epoxomicin. calls only at 20 µM. actives 0.59% (n = 360,000). AID 588493;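 active = inhibition at 20 µM, scaled to each plate's controls, above about 33%, limit read from the data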
Target sequence (O00487 whole entry, looked up): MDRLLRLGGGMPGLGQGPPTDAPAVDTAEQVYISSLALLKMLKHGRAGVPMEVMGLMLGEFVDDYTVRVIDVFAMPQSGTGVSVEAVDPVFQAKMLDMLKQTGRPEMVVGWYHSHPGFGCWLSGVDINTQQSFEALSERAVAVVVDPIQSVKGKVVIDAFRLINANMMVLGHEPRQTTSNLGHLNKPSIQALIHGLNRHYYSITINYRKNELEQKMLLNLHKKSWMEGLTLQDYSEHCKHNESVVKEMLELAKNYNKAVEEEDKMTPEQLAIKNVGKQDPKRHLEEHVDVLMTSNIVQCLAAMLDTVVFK
Scp1 inh: Scp-1 (human) phosphatase inhibition; Recombinant Scp1, phosphopeptide, malachite green phosphate absorbance; inhibition, % at 20 µM; actives 0.88% (n = 340,000); AID 493091;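 active = inhibition above about 50% at 20 µM, limit read from the data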;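 note: plate controls were DMSO wells with enzyme for no effect and wells lacking enzyme for full effect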
Target sequence (Q9GZU7 76-261 limits assumed): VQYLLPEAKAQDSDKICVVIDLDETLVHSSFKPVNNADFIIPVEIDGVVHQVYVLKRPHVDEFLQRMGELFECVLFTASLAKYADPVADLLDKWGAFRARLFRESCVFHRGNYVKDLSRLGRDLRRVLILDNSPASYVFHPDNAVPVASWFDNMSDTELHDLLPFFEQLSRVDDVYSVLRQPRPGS
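Test system: SCP-1 phosphatase catalytic domain, residues 76-261 | Compound dosing: One concentration, 20 µM, with 1.0% DMSO | Schedule: 45 min room-temperature reaction, 5 min colour, 30 min stabiliser | Detection: Absorbance at 630 nm | Read-out basis: % inhibition of SCP-1 phosphate liberation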
NadD inh: NadD (S. aureus) enzyme inhibition. purified NadD enzyme, colorimetric absorbance read-out. inhibition, % at 20 µM. actives 0.78% (n = 360,000); in the data active = inhibition above about 26%; note: some compounds past the cut are filed as inactive
DNMT1 inh: inhibitors of human DNMT1; DNMT1 molecular beacon, Hinp1I cleavage, fluorescence; inhibition (reported as % activation of signal), % at 10 µM; actives 0.83% (n = 360,000); AID 588458; in the data active = inhibition above about 50%
MT1-MMP act inh: MT1-MMP (human) activation inhibition | P50281 | HT1080 RFP-PRO-GFP cells, GFP/RFP ratio fluorescence, overnight; percent of plate control window, DMSO zero | GFP/RFP ratio change, % at 20 µM | actives 0.061% (n = 360,000) | AID 651647;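 active = GFP/RFP ratio change of at least 30% with cell ATP level not reduced by more than half and red fluorescence within 50% of control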; note: strong numbers were not always called active
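system = RFP-PRO-GFP reporter HT1080 cells | dosing = 20 µM single dose, 1% DMSO | timing = overnight cell settling, then overnight compound exposure, 37 °C, 5% CO2 | read-out basis = GFP/RFP fluorescence ratio | controls = DMSO and RFP-L50D-GFP cell wells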
STEP inh: STEP (human) phosphatase inhibition; P54829; recombinant STEP, OMFP fluorogenic substrate, fluorescence; inhibition, % at 20 µM; actives 0.25% (n = 360,000); AID 588621;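 active = inhibition at 20 µM, scaled per plate between control wells, above about 37%, limit read from the data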;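 note: 0% = DMSO with enzyme and substrate and 100% = substrate only without enzyme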
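Measure: Control-normalized % inhibition with plate pattern correction | Test system: STEP phosphatase, cell-free reaction | Medium: pH 6.0 Bis-Tris with DTT and Tween 20 | Technique: Fluorescence, 480/540 nm | Times: Reaction 20 min, ambient temperature | Doses: Single compound dose of 20 µM, 1% DMSO final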
NRP1-CendR mod: alters CendR peptide binding to human NRP-1; FAM-RPARPAR peptide binding to NRP-1, fluorescence polarization; actives 0.85% (n = 360,000); AID 602438; inhibition, % at 25 µM;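 active = inhibition or corrected inhibition above about 18%, plus a signal ratio from 0.5 to 1.5, limit read from the data, passing the limit was not always enough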; note: strong numbers were not always called active
LMPTP block: LMPTP (human) inhibition; actives 0.22% (n = 360,000); recombinant LMPTP-A, OMFP fluorogenic substrate, fluorescence intensity; inhibition, % at 20 µM; P24666;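 active = compounds that cut the enzyme signal by at least half of the control window in the single-dose screen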;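 note: plate controls were DMSO wells with enzyme plus substrate for no effect and substrate without enzyme for full effect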
Target sequence (P24666 whole entry, looked up): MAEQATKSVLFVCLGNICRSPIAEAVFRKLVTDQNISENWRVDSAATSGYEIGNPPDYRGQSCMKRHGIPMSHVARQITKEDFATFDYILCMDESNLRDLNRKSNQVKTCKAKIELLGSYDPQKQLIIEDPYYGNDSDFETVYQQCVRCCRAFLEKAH
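Material: LMPTP-A; amount: 0.625 nM enzyme; doses: single 20 µM dose; times: reaction 50 min, room temperature, dark; technique: fluorescence intensity of OMFP turnover product; benchmarks: no-enzyme and uninhibited controls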
Numbers without * were called inactive; i = inactive.

Results follow in this order: SKN-1 block	SUMO1 PPI mod	Rpn11 block	Scp1 inh	NadD inh	DNMT1 inh	MT1-MMP act inh	STEP inh	NRP1-CendR mod	LMPTP block
Cc1nnc(SCC(=O)Nc2ccccc2NC(=O)CSc2nnc(C)s2)s1
  -29	1	i	-14	6	1	1	-2	-3	-1.0
COc1cccc(CC2(CO)CCCN(CC3=Cc4cc(OC)ccc4OC3)C2)c1 (stereo not given)
  1	-1	i	-5	8	-3	0	2	-18	-1.2
Cc1cc(C)cc(Nc2ncc3c(n2)CC(c2ccco2)CC3=O)c1 (stereo not given)
  7	-4	i	0	0	-8	-4	3	4	20
Cc1cc[n+](CC(=O)Nc2cccc(C)c2)cc1
  -9	1	i	8	-3	3	1	-5	7	-0.1
CC(=O)NCC(=O)NC1CC(C)(C)Cc2c1cnn2-c1ccccc1 (stereo not given)
  3	3	i	-2	-2	1	0	0	5	1.1
COc1ccc(-c2cc(=O)oc3cc(OCC(=O)NCCCn4ccnc4)ccc23)cc1
  16	-30	i	-4	5	3	4	-3	8	6.4
C=CCn1c(=O)[nH]c2cc(C(=O)N3CC=C(c4ccccc4)CC3)ccc2c1=O
  -6	5	i	2	-1	-3	1	1	-1	1.7
Cc1ccc(C2(CCNC(C)c3cccs3)CCOC(C(C)C)C2)cc1 (stereo not given)
  0	-2	i	0	-12	-1	-5	0	-16	-0.7
Cc1cccc(NC(=O)CCN2CCCC(C)C2)c1 (stereo not given)
  -18	4	i	-10	7	0	1	-3	5	-2.3
COc1ccc(Cl)cc1NS(=O)(=O)c1cccc2cccnc12
  22	3	i	-6	-3	-1	5	0	3	1.8
CN(C)CCOc1cccc(Br)c1
  1	4	i	-7	-1	0	5	1	-7	-0.9
COc1ccccc1Nc1nc(-c2cccs2)cs1
  2	17	i	0	18	-22	0	9	-13	2.6
CC(c1ccccc1)N(C)C(=O)CN1CCN(S(=O)(=O)c2ccc3c(c2)OCCCO3)CC1 (stereo not given)
  -1	2	i	-3	2	2	6	5	-3	0.5
COCCn1c(SCC(=O)c2cccc(OC)c2)nnc1-c1ccco1
  -14	0	i	-5	2	2	1	6	-14	-0.8
Cc1ccc(C(=O)C(OC(=O)c2cnccn2)c2ccccc2)cc1 (stereo not given)
  -2	5	i	-8	-4	-1	1	3	-6	-0.7
O=C1NC(=O)C2(CCCCCCCCCCC2)N1
  4	4	i	-7	-6	0	1	2	-1	-1.5
CCc1ccc(NCCC(=O)c2ccc(Cl)cc2)cc1
  1	-1	i	-2	6	2	7	2	-9	-0.4
CCOC(=O)c1ccc(N2C(=O)CC(N3CCC(C(N)=O)(N4CCCCC4)CC3)C2=O)cc1 (stereo not given)
  7	0	i	-3	-4	0	6	0	11	-1.6
O=C(CCCc1ccccc1)Nc1ccnn1C1CCN(Cc2ccc(CO)o2)CC1
  -1	-3	i	4	-4	-3	2	4	1	4.9
O=C(Cc1cccs1)NCCCc1ccccc1
  -3	1	i	-9	-1	-2	-1	1	-14	0.5
CCOC(=O)c1sc(=S)n(-c2cc(OC)ccc2OC)c1N
  3	-7	i	-5	-3	1	3	5	-6	2.9
COc1ccc(C)cc1NC(=O)C(Sc1nnc(-c2ccncc2)n1-c1ccc(Cl)cc1)c1ccccc1 (stereo not given)
  3	1	i	8	12	-9	-16	0	15	4.8
C=CCNC(=O)C1CC(=O)N(c2ccc(OCC(=O)Nc3cccc(OC)c3)cc2)C1 (stereo not given)
  8	2	i	-14	6	1	2	-2	7	-0.7
c1ccc2c(c1)OCC(c1nn3cnnc3s1)O2 (stereo not given)
  4	1	i	0	5	3	0	-3	10	-1.2
C=C(C(=O)c1ccccc1)C(NC(C)(C)C)c1ccccc1 (stereo not given)
  7	-4	i	7	-5	0	3	2	6	-0.4
CCc1c(C)sc(NC(=O)C2CCCCC2C(=O)O)c1C(N)=O (stereo not given)
  18	5	i	-2	4	-1	-2	7	0	0.9
COc1ccc2sc(N(CCN(C)C)C(=O)/C=C/c3cccs3)nc2c1
  9	-18	i	-5	-1	0	-6	0	7	1.3
COc1ccc(OCC(=O)Nc2nc3ccc(NC(C)=O)cc3s2)cc1
  -1	17	i	-5	-4	-4	1	-3	3	1.4
O=C1CC/C=C\C[C@@H](CC(=O)N(CCO)Cc2ccccc2)C(=O)NC[C@@H](c2ccccc2)O1
  -2	0	i	-2	-7	6	8	2	3	2.7
O=C(Nc1ccc(S(=O)(=O)N2CCOCC2)cc1)c1ccc(Cl)s1
  -2	5	i	-2	-4	-6	11	2	0	-0.5
COc1ccc(NC(=O)/C(C#N)=C/c2ccc(OCCN3CCOCC3)c(OC)c2)c(OC)c1
  -7	3	i	-4	-5	-3	-3	1	14	2.7
COC(=O)CC(NC(=O)C1CC1)c1ccc2c(c1)OCO2 (stereo not given)
  4	2	i	-5	0	-1	0	0	-16	0.3
O=S(=O)(NCCNS(=O)(=O)c1ccc(F)cc1)c1ccc(F)cc1
  10	3	i	-6	-3	1	2	-5	0	-0.4
CCN1C(=O)/C(=C2/Sc3ccc(OC)cc3N2C)SC1=Nc1cccc(O)c1
  -5	-4	i	1	10	-19	-3	2	-19	1.2
CCS(=O)(=O)Nc1ccc(C(=O)c2ccccc2)cc1
  -8	-3	i	-2	-2	1	0	-4	2	-1.3
O=C(COC(=O)c1cccnc1Nc1ccccc1F)NCCN1C(=O)CSC1=O
  1	1	i	-5	5	-5	14	0	-17	-0.7
O=C(O)CCn1ncc2ccccc2c1=O
  12	1	i	-3	-2	-2	-2	3	15	-1.2
CCN(CCCNC(=O)CNC(=O)Cn1cnc2ccccc2c1=O)c1ccccc1
  8	0	i	-1	4	-3	2	-1	-5	-0.7
O=C(c1ccc(=O)oc1)N1CCC(C(O)(c2ccccc2)c2ccccc2)CC1
  23	-2	i	-4	-9	1	-12	1	-8	0.7
Nc1cc(=O)[nH]c(SCC(=O)Nc2cccc(S(=O)(=O)N3CCCCCC3)c2)n1
  7	11	i	8	-5	0	0	-2	8	-0.6

The closing 6 records of the part before lead into the next:
Results follow in this order: SKN-1 block	SUMO1 PPI mod	Rpn11 block	Scp1 inh	NadD inh	DNMT1 inh	MT1-MMP act inh	STEP inh	NRP1-CendR mod	LMPTP block
CCS(=O)(=O)Nc1ccc(C(=O)c2ccccc2)cc1
  -8	-3	i	-2	-2	1	0	-4	2	-1.3
O=C(COC(=O)c1cccnc1Nc1ccccc1F)NCCN1C(=O)CSC1=O
  1	1	i	-5	5	-5	14	0	-17	-0.7
O=C(O)CCn1ncc2ccccc2c1=O
  12	1	i	-3	-2	-2	-2	3	15	-1.2
CCN(CCCNC(=O)CNC(=O)Cn1cnc2ccccc2c1=O)c1ccccc1
  8	0	i	-1	4	-3	2	-1	-5	-0.7
O=C(c1ccc(=O)oc1)N1CCC(C(O)(c2ccccc2)c2ccccc2)CC1
  23	-2	i	-4	-9	1	-12	1	-8	0.7
Nc1cc(=O)[nH]c(SCC(=O)Nc2cccc(S(=O)(=O)N3CCCCCC3)c2)n1
  7	11	i	8	-5	0	0	-2	8	-0.6
CCC1Sc2ccc(S(=O)(=O)CCC(=O)Nc3c(Cl)cc(OC)cc3OC)cc2NC1=O (stereo not given)
  -1	7	i	20	-1	15	2	-2	11	-1.3
CC(C)C1S/C(=N/N=C/c2ccco2)NC1=O (stereo not given)
  0	-1	i	-6	-3	0	7	-2	-10	-1.4
CCC(=O)Nc1nc2ccc3nc(C)sc3c2s1
  9	7	i	0	3	1	8	-1	-10	-0.4
CC(=O)Nc1ccc(NC(=O)Cc2ccc(S(=O)(=O)N3CCCCC3)cc2)cc1
  -2	1	i	-2	3	-2	3	2	-13	-0.6
Nc1ccc2nc(SCC(=O)c3ccccc3)sc2c1
  9	-2	i	-7	0	-23	-1	-1	-8	-0.6
CCOC(=O)C1CCCN(C(=O)c2ccccc2NC(=O)C2=C(C)OCCS2)C1 (stereo not given)
  0	-3	i	-3	1	2	-2	2	4	-0.3

Rows are unselected, and some 3.9% of all compounds hit somewhere here.
